Assay outcomes deposited in PubChem by National Center for Advancing Translational Sciences (NCATS).
POLB inh – blocks human DNA polymerase beta activity; P06746; Pol beta primer extension/strand displacement, fluorescence kinetic; Potency, µM (titrated, usually from 114 µM), for the others: top-dose activity change, negative = inhibition, usual class: inhibitors; hit rate 1.3% among 340,000; note: potency is the fitted concentration of half-maximal effect; % is set by controls: 0 for no effect and ±100 for the full control effect
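10 nM enzyme + cpd, 15 min RT; start with substrate 50 nM final; read 0 min and after 10 min RT. Corrected, normalized data; 4-parameter Hill curve fit.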
RXFP1 antag – antagonists of human relaxin receptor RXFP1; Q9HBX9; HEK293-RXFP1, relaxin-stimulated cAMP HTRF, 30 min; hits give low values; activity change, negative = inhibition, % at 57.5 µM; hit rate 0.59% among 350,000; AID 1259400;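 active = activity change of -60% or lower, but not beyond a set lower limit; inconclusive = change between -60% and -40%, or beyond the set limit; inactive = change above -40%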; note: % is set by controls: 0 for no effect and ±100 for the full control effect
Target sequence (Q9HBX9 whole entry, looked up): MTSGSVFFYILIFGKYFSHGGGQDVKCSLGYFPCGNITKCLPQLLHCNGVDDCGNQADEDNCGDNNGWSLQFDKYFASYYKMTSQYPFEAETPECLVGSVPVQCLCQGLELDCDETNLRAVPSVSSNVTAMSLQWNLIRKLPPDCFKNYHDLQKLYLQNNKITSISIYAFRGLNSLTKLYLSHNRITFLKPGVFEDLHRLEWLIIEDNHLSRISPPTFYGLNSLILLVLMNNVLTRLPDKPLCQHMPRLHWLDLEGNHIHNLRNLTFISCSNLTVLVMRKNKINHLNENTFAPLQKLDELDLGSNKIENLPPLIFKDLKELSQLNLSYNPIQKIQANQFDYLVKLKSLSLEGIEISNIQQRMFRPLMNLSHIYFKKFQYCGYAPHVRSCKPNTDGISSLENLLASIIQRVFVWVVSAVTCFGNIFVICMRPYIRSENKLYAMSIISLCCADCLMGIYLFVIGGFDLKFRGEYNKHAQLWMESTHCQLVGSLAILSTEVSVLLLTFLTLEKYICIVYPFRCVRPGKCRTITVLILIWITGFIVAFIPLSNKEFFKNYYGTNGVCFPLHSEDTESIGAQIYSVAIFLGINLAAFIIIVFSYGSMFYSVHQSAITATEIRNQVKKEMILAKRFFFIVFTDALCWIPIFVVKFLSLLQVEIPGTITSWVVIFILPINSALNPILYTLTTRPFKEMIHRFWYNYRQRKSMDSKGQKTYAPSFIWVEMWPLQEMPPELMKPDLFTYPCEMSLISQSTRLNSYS
Anesthetic bind – binds horse apoferritin like a general anesthetic | apoferritin/1-aminoanthracene competitive binding, fluorescence | Potency, µM (titrated, usually from 77.5 µM), inactives show top-dose activity change, negative = displacement, usual class: inhibitors | hit rate 0.074% among 350,000 | AID 485281; note: potency is the fitted concentration of half-maximal effect; % is set by controls: 0 for no effect and ±100 for the full control effect; nearly all actives have a fitted effect of over 20% in size
Target sequence (P02791 2-175 limits assumed): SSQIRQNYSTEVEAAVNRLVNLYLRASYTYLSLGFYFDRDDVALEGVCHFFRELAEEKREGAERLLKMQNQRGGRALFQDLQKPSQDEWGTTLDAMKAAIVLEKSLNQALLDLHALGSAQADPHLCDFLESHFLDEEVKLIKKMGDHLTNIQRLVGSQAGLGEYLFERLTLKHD
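Apoferritin-based anesthetic binding model; compound displacement of fluorescent 1-AMA measured as endpoint fluorescence after 10 minutes at room temperature, scaled to free-ligand and complex controls.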
APE1 inh – inhibitors of human APE1 endonuclease; recombinant APE1, TAMRA/BHQ-2 abasic DNA cleavage fluorescence; AID 2517; hit rate 0.35% among 350,000; Potency, µM (highest dose often 65.8 µM), inactives show at the top dose activity change, negative = inhibition, most hits filed as inhibitors; P27695;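 note: potency is the fitted concentration of half-maximal effect; plate controls were vehicle for no effect and reference inhibitor for full effect; nearly all actives have a fitted effect of over 55% in size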
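APE1 at 0.75 nM final was preincubated with compound 15 min at room temperature, then 50 nM double-stranded THF abasic-site substrate (5'-TAMRA/3'-BHQ-2) was added. Fluorescence (ex 525/em 598 nm) was read kinetically; third-minus-first read gave activity.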
POLI inh – inhibitors of human DNA polymerase iota; AID 588590; hit rate 1% among 390,000; Pol iota fluorescent replication assay, 10 min; Potency, µM (doses to about 115 µM), for inactives: at the highest dose activity, negative = inhibition, usual class: inhibitors; Q9UNA4; note: potency is the fitted concentration of half-maximal effect
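Fluorescent replication assay read twice, at 0 min and 10 min after adding 50 nM (final) substrate. Enzyme (10 nM) and compounds were first incubated 15 min at room temperature; enzyme-free buffer wells were negative controls.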
BLM helicase inh – blocks DNA unwinding by human BLM helicase; Potency, µM (titrated, usually from 56.1 µM), inactives show at the top dose activity change, negative = inhibition, hits mostly inhibitors; AID 2528; hit rate 0.2% among 350,000; recombinant BLM DNA unwinding, fluorescence dequenching;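 note: potency is the fitted concentration of half-maximal effect; plate controls were vehicle for no effect and no enzyme for full effect; nearly all actives have a fitted effect of over 35% in size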
Pol kappa inh – DNA polymerase kappa (human) inhibition; Q9UBT6; purified Pol kappa, fluorescent DNA synthesis assay, 10 min; hit rate 0.53% among 400,000; Potency, µM (titrated, usually from 107 µM), for the others: at the top dose activity, negative = inhibition, most hits filed as inhibitors; AID 588579; note: potency is the fitted concentration of half-maximal effect; % is set by controls: 0 for no effect and ±100 for the full control effect
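Fluorescent qHTS in 1536-well format: enzyme (10 nM) and compound sat 15 min at room temperature before 50 nM substrate (final) was added. Signal taken at 0 and 10 min; no-enzyme buffer wells were negative controls.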
Tb PGK inh – inhibitors of T. brucei phosphoglycerate kinase; P07378; PGK/GAPDH coupled, Kinase-Glo luminescence, 60 min; Potency, µM (highest dose often 57.5 µM), for the others: at the top dose activity change, negative = inhibition, most hits filed as inhibitors; hit rate 0.043% among 380,000; AID 602233; note: potency is the fitted concentration of half-maximal effect; % is set by controls: 0 for no effect and ±100 for the full control effect; nearly all actives have a fitted effect of over 60% in size
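Luminescent ATP detection (Kinase-Glo Plus) follows a 60-minute room-temperature incubation, with wells lacking PGK as controls. Buffer: 100 mM TEA (pH 7.6), 5 mM MgCl2, 0.01% Tween-20. Coupling enzyme GAPDH (100 nM final) supplies unstable 1,3-BPG in-well.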
Pol eta inh – inhibitors of human DNA polymerase eta | Q9Y253 | recombinant Pol eta, fluorescent DNA replication assay | Potency, µM (highest dose often 114 µM), inactives show at the highest dose activity change, negative = inhibition, most hits filed as inhibitors | hit rate 1.2% among 390,000 | AID 588591; note: potency is the fitted concentration of half-maximal effect; % is set by controls: 0 for no effect and ±100 for the full control effect
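Pol eta at 10 nM preincubated with compounds 15 min at room temperature; reaction started with fluorescent substrate (50 nM final) and read kinetically at 0 and 10 min.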
Numbers without * were called inactive; i = inactive; ? = inconclusive; / = not tested or not shown; & = joins results of further samples; [ ] = remark or other dose. Unless noted, calls come from the whole dose curve; as a rule, active = well fitted curve in the direction sought with a large enough effect; inconclusive = small, poorly fitted or top-dose-only effect, or another doubt; inactive = no such curve, though single readings can be large; an effect the other way counts as inactive or inconclusive. An excerpt; rates above refer to the full screens.

SMILES | POLB inh | RXFP1 antag | Anesthetic bind | APE1 inh | POLI inh | BLM helicase inh | Pol kappa inh | Tb PGK inh | Pol eta inh
CN1/C(=C/c2cccc[n+]2CCO)Sc2ccccc21 | ? | -18.5 | -16.8% | 5.5% | 45.1%[activator] | -2.4% | 7.5% | -1.1% | -13.3%
O=C(Nc1ccccc1C(F)(F)F)n1ncc2cc(Cl)ccc21 | -1.7% | 4.6 | -0.9% | / | ? | -0.9% | -19.0% | i | -9.1%
Cc1ccc(C(=O)Nc2cccc(NC(=O)c3ccc(C)o3)n2)o1 | 2.6% | -1.1 | -0.8% | -1.0% | 9.2% | -11.2% | 5.8% | -6.5% | -17.0%
C=CCSc1nc(C)c2cc(C)cc(C)c2n1 | 2.5% | -20.6 | ? | 1.4% | 3.2% | -5.0% | -8.3% | 3.6% | 6.4%
O=[N+]([O-])/C(=C\Nc1ccc(F)cc1F)S(=O)(=O)c1ccccc1 | 2.0% | -1.5 | 1.3% | 1.3% | -16.4% | -2.9% | -4.4% | / | -14.7%
Nc1cccc(B(O)O)c1 | / | / | 2.8% | -2.6% | 85.0%[activator] | -2.6% | -8.1% | / | /
COc1ccc(-c2nc(CSc3nc4ncccc4[nH]3)c(C)o2)cc1OC | 0.8% | 13.8 | 6.6% | / | 14.9% | 2.7% | -17.3% | i | -8.6%
CCc1ccc(C(=O)OCC(=O)NCC(F)(F)F)cc1 | 52.9%[activator] | 2.8 | -1.8% | 13.0% | 83.3%[activator] | -0.7% | -13.1% | -18.8% | -2.3%
CCC(NC(=O)c1ccccc1NC(=O)c1ccccc1)C(=O)NNC(=O)c1cccnc1 (stereo not drawn) | -18.9% | -2.0 | 12.7% | 6.9% | 13.2% | -2.1% | 15.0% | i | -2.9%
COc1ccc(N(CC(=O)N2CCN(c3cccc(OC)c3)CC2)S(=O)(=O)c2c(C)noc2C)cc1 | 4.4% | / | 67.5%[activator] | / | ? | -6.4% | -18.3% | 1.7% | -24.0%
O=[N+]([O-])c1cccc(N=Cc2ccccc2)c1 | / | -13.1 | / | / | 15.1% | / | -3.4% | i | -4.3%
CCOC(=O)C1CCN(C(=O)Cn2ncc3c4ccccc4n(Cc4ccc(F)cc4)c3c2=O)CC1 | -3.3% | -2.3 | 5.4% | / | -3.4% | -4.5% | -7.2% | 7.8% | 0.9%
COc1ccc(-c2cn3nc(N4CCC(C(=O)Nc5cc(Cl)ccc5OC)CC4)sc3n2)cc1 | -8.3% | -10.5 | -3.3% | / | -2.4% | -3.3% | -10.2% | -2.4% | -22.5%
COc1ccc(N2C(=O)CCSC23C(=O)N(Cc2ccc(F)cc2)c2ccccc23)cc1Cl (stereo not drawn) | -0.3% | ? | ? | / | 7.8% | -2.0% | -2.6% | i | -15.3%
CCOc1cccc(C(=O)Nc2cccc(C(=O)NC(C)(C)C)c2)c1 | -1.2% | -10.6 | -3.8% | 10.1% | -3.5% | 0.6% | 3.8% | -0.2% | -16.2%
O=C(O)c1ccc(/C=N\Nc2ccccn2)cc1 | / | -1.2 | / | / | -7.5%[58.9 µM] | / | -10.2% | -28.0% | 0.3%
Cc1ccc(-c2cc(-c3ccc4c(c3)OCO4)c(C#N)c(N)n2)o1 | ? | -8.5 | ? | -7.7% | 20.7% | -10.9% | -5.5% | -8.1% | -9.8%
Cn1c(SCC(=O)NCc2ccc3c(c2)OCO3)nnc1C1COc2ccccc2O1 (stereo not drawn) | 1.0% | 6.8 | -11.8% | 2.3% | 4.3% | 2.6% | -14.2% | 0.1% | 0.2%
Cc1ccc(NC(=O)Cn2nnc(C(=O)NCCc3ccccc3)c2N)cc1C | ? | -1.3 | ? | / | 89.1µM* | -8.1% | ? | i | -23.7%
Cc1nc2ccccc2c(=O)n1NC(=O)c1cccc(Cl)c1 | 35.8% | 4.5 | 4.3% | 4.3% | 26.8% | 0.5% | 1.0% | i | -9.7%
O=C(Nc1cccc(NC(=O)c2ccc(-c3cccc(Br)c3)o2)c1)c1ccco1 | 31.0% | 2.0 | -14.5% | 17.8% | 10.4% | -12.9% | -3.5% | -1.1% | -10.3%
COc1ccc(NC(=O)c2cc(C)nc3c2c(C)nn3-c2cccc(Cl)c2C)c(OC)c1 | 7.0% | 0.8 | -1.3% | / | -6.4% | -2.5% | -9.4% | i | -13.6%
Cc1cccc(NC(=O)c2ccccc2OCC(=O)c2ccccc2)c1 | -11.4% | 2.4 | -11.7% | -2.8% | 15.3% | -9.5% | -5.5% | 2.2% | -17.4%
CCOCCc1nnc(NC(=O)c2cccc(F)c2)s1 | 1.5% | 5.0 | 3.7% | 0.4% | 17.1% | -1.1% | -3.2% | -0.1% | -18.9%
C/C(=N\NC(=O)c1cccc(S(=O)(=O)N2CCOCC2)c1)c1ccc(C#N)cc1 | 7.4% | 3.6 | -13.5% | 12.7% | 19.0% | -0.7% | -6.5% | i | -0.8%
SMILES | POLB inh | RXFP1 antag | Anesthetic bind | APE1 inh | POLI inh | BLM helicase inh | Pol kappa inh | Tb PGK inh | Pol eta inh
C/C(CC(=O)N1CCCC1)=N\NC(=O)c1cc2ccccc2cc1O | -74.2% | -24.6 | -12.2% | -4.7% | 79.4µM* | -29.5% | ? | i | -8.3%
C[C@@H](NC(=O)[C@@H]1Cc2ccccc2CN1C(=O)OC(C)(C)C)C(=O)NCC1CCCO1 (stereo partly drawn) | 40.5% | 2.9 | -3.7% | 16.5% | 24.8% | 0.9% | 3.3% | -4.4% | -4.7%
CCOC(=O)N1CCN(c2cc(=O)n(-c3cccc(Br)c3)c(=O)[nH]2)CC1 | -25.2% | / | -1.2% | 1.1% | 1.8% | 1.8% | 3.6% | i | -6.9%
CC(=O)OC1CC(c2cc(C(C)(C)C)c(O)c(C(C)(C)C)c2)=NO1 (stereo not drawn) | -2.7% | 1.0 | -11.0% | -1.4% | 2.3% | -12.7% | -21.9% | -3.5% | -15.1%
CCOc1ccc(C(=O)Nc2ccc3nc(SCc4ccccc4)sc3c2)cc1 | 0.2% | / | -1.4% | / | 36.8%[activator] | 0.3% | 7.4% | -0.2% | -15.9%
COc1ccc(-c2cc(C(=O)O)sc2C)cc1 | 2.6% | -9.1 | 1.0% | -0.2% | 109.2%[activator] | -0.9% | -8.6% | -3.1% | ?
Cc1cc(Nc2cccc(F)c2)n2nc(C)nc2n1 | 5.9% | -3.8 | -2.5% | -1.1% | 21.8% | -2.5% | -4.0% | -8.2% | -10.8%
Cc1cc(=O)n2nc(N3CCC(C(=O)NCc4ccc(F)cc4)CC3)sc2n1 | 49.2%&1.3% | 0.7 | -7.6%&-12.9% | -6.2% | -7.0%&29.7% | -1.2%&-5.8% | -9.9%&-14.4% | -1.1%&-9.0% | -5.0%&-5.4%
COc1ccc(N2CCN(C(=O)COC(=O)CNC(=O)c3ccc(Cl)cc3Cl)CC2)cc1 | / | -17.4 | / | 16.5% | 26.6% | / | 0.1% | -9.3% | -8.9%
COc1cccc(N2C(=NC(=O)C3CCCO3)SC3CS(=O)(=O)CC32)c1 (stereo not drawn) | 24.0% | 7.3 | 1.0% | 67.0% | 29.7% | -2.4% | 15.0% | i | -10.3%
COc1ccc(-c2c(C3=CCCCC3)oc3ccc(-c4ccc5c(c4)OCO5)cc23)cn1 | / | / | / | / | 16.0% | / | 5.3% | -9.9% | -18.2%
O=C(Nc1ccccc1)C1CCN(S(=O)(=O)c2ccc3c(c2)CCCN3C(=O)C2CCC2)CC1 | -1.1% | -16.6 | 4.3% | / | 36.6%[activator] | -3.9% | -4.3%[60.1 µM] | -5.0% | -20.6%
COC(=O)c1ccc2c(=O)n(C3CCCCC3)c(SCC#N)nc2c1 | 35.2% | -13.4 | -11.0% | -7.6% | -12.2% | -16.1% | 3.8% | -5.7% | -10.6%
O=S(=O)(Nc1ccc(N2CCOCC2)cc1)c1ccc(Cl)s1 | 2.1% | -16.3 | -21.7% | -2.7% | -9.6% | -10.3% | -6.4% | i | -13.7%
COC(=O)c1ccc(N2CCN(C)CC2)c(NC(=O)c2ccc(-c3ccc(Cl)cc3)o2)c1 | -2.6% | -7.7 | -6.0% | -5.9% | 11.1% | 1.1% | -24.8% | -3.9% | -15.6%
Cc1ccc(C(=O)OCC(=O)N2CC(=O)Nc3ccccc32)s1 | 8.3% | -2.2 | -14.4% | -3.9% | 10.7% | 0.9% | 0.1% | 6.6% | -7.0%
CCn1c(Cn2nnc(-c3ccccc3)n2)nnc1SCC(=O)Nc1cccc(C)c1C | 1.3% | -2.3 | -9.2% | -2.7% | 6.2% | -0.5% | 0.0% | / | -13.3%
CN(C)S(=O)(=O)c1ccc(C(=O)NCC(=O)N/N=C/c2ccccc2)cc1 | -6.5% | -0.6 | -11.9% | -4.1% | 26.6% | -3.8% | -8.1% | -6.6% | -5.2%

Exported tab-delimited: entries from further up
Molecule	POLB inh	RXFP1 antag	Anesthetic bind	APE1 inh	POLI inh	BLM helicase inh	Pol kappa inh	Tb PGK inh	Pol eta inh
O=S(=O)(Nc1ccc(N2CCOCC2)cc1)c1ccc(Cl)s1	2.1%	-16.3	-21.7%	-2.7%	-9.6%	-10.3%	-6.4%	i	-13.7%
COC(=O)c1ccc(N2CCN(C)CC2)c(NC(=O)c2ccc(-c3ccc(Cl)cc3)o2)c1	-2.6%	-7.7	-6.0%	-5.9%	11.1%	1.1%	-24.8%	-3.9%	-15.6%
Cc1ccc(C(=O)OCC(=O)N2CC(=O)Nc3ccccc32)s1	8.3%	-2.2	-14.4%	-3.9%	10.7%	0.9%	0.1%	6.6%	-7.0%
CCn1c(Cn2nnc(-c3ccccc3)n2)nnc1SCC(=O)Nc1cccc(C)c1C	1.3%	-2.3	-9.2%	-2.7%	6.2%	-0.5%	0.0%	/	-13.3%
CN(C)S(=O)(=O)c1ccc(C(=O)NCC(=O)N/N=C/c2ccccc2)cc1	-6.5%	-0.6	-11.9%	-4.1%	26.6%	-3.8%	-8.1%	-6.6%	-5.2%
